# Mito fusion act: blocks mitochondrial division or promotes mitochondrial fusion; S. cerevisiae fusion-defective mutant growth rescue, CellTiterGlo 48 h; Potency, µM (highest dose often 46.1 µM), inactives show at the top dose growth rescue (activation), hits mostly activators; hit rate 0.23% among 320,000;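 also: potency is read from the fitted curve at half-maximal effect; % of control where 0% means no effect; nearly all actives have a fitted effect of over 45% in size; temperature-sensitive fusion mutants such as fzo1-1 at 37 °C on non-fermentable ethanol glycerol medium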
#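 Compounds are tested for their ability to restore growth of mitochondrial fusion-defective yeast strains at non-permissive 37C in YPEG medium over 48 hours. Viability is quantified by luciferase luminescence.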
# TSHR antag: antagonists of human thyroid stimulating hormone receptor; P16473; TSHR-expressing cells, TSH-stimulated cAMP HTRF, 2 h; active compounds read low; activity change, negative = inhibition, % at 11.5 µM; hit rate 0.2% among 330,000;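 active = activity change below a set negative limit, meaning inhibition stronger than a set level, cut at about -70% in these data; inconclusive = activity change between two set negative limits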; also: % is scaled to controls: 0 for no effect and ±100 for the full control effect
#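 Read-out is FRET at 665 nm (cryptate excitation 337 nm) from a cryptate-tagged anti-cAMP antibody, competed by cell cAMP against cAMP-d2. Compounds are tested on freshly harvested TSHR cells challenged with 4nM TSH (EC80) for 2 hours at 37 deg C.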
# MBNL1 CUG block: inhibitors of human MBNL1 binding to CUG repeat RNA | Q9NR56 | TR-FRET MBNL1-His/biotin-(CUG)12 binding, 665/545 ratio | Potency, µM (doses to about 57.5 µM), without a hit: at the top dose activity change, negative = inhibition, usual class: inhibitors | hit rate 0.036% among 280,000; active = well fitted inhibition curve with a large enough effect in the signal ratio, with a control signal flat, not every such curve was filed as active; inconclusive = small, poorly fitted or top-dose-only effect, or effect the other way, or a change in a side signal; inactive = no such curve, though single readings can be large or run the other way; the % refers to the signal ratio; also: potency is read from the fitted curve at half-maximal effect; % is scaled to controls: 0 for no effect and ±100 for the full control effect
#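 His-tagged MBNL1 binding to biotinylated (CUG)12 RNA was measured by TR-FRET using terbium anti-His antibody (0.055 ng/ul final) and streptavidin-XL665 (5 nM final). Compounds were titrated 92 nM to 58 uM; 60 min at room temperature.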
# GALK inh: galactokinase (human) inhibition; P51570; Purified GALK, Kinase-Glo residual ATP luminescence; Potency, µM (doses to about 57.5 µM), for the others: at the highest dose activity change, negative = inhibition, most hits filed as inhibitors; hit rate 0.007% among 270,000; AID 1868; also: potency is read from the fitted curve at half-maximal effect; % is scaled to controls: 0 for no effect and ±100 for the full control effect
# Target sequence (P51570 whole entry, looked up): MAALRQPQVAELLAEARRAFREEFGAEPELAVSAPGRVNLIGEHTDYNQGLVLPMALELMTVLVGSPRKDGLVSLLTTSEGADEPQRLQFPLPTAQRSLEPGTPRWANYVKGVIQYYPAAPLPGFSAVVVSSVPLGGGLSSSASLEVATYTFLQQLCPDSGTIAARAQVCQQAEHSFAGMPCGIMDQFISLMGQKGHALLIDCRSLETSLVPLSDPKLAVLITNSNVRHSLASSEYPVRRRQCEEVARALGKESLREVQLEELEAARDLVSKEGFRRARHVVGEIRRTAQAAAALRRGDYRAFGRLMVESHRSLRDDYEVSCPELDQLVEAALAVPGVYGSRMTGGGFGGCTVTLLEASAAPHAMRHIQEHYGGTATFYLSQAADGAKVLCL
#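 Galactose (100 uM) and ATP (35 uM) were turned over by 5 nM GALK for 1 h at RT. Kinase-Glo Plus then converted the remaining ATP into a luminescent signal.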
# BCR signal inh: chronic active BCR signaling inhibition | ABC-DLBCL IkBa-CBG/CBR reporter, luminescence ratio, 4 h | Potency, µM (highest dose often 46.1 µM), for the others: top-dose ratio change, negative = lower green/red ratio, usual class: inhibitors | hit rate 0.05% among 340,000; active = well fitted inhibition curve with a large enough effect in the signal ratio, with a control signal flat, not every such curve was filed as active; inconclusive = small, poorly fitted or top-dose-only effect, or effect the other way, or a change in a side signal; the % refers to the signal ratio;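 also: potency is read from the fitted curve at half-maximal effect; plate controls were basal doxycycline-induced cells for no effect and cells given 10 µM MG132 for full effect; MG132 reads +100%, hits lower the ratio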
#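 TMD8 human ABC-DLBCL cells with doxycycline-inducible IκBα–green luciferase fusion and unfused red luciferase, in 0.5% FBS medium; compounds up to 46 uM, 4 h at 37C. Green/red luminescence ratio, filter-overlap corrected, fitted to concentration-response curves.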
# Menin-MLL TR inh: menin-MLL binding inhibition, Texas Red mutant peptide; Potency, µM (doses to about 61.6 µM), inactives show top-dose FP activity change, negative = inhibition, hits mostly inhibitors; O00255; hit rate 0.23% among 270,000; Menin + Texas Red MLL mutant peptide, fluorescence polarization; active = well fitted inhibition curve with a large enough effect in the polarisation, with a control signal flat, not every such curve was filed as active; inconclusive = small, poorly fitted or top-dose-only effect, or effect the other way, or a change in a side signal; inactive = no such curve, though single readings can be large or run the other way; the % refers to the polarisation; also: potency is read from the fitted curve at half-maximal effect; % of control where 0% means no effect; many of its hits are not listed in these tables
# ASM inhibitor: inhibitors of human secretory acid sphingomyelinase; P17405; hit rate 0.006% among 340,000; placental ASM, HMU-PC fluorogenic substrate, 60 min; Potency, µM (highest dose often 57.5 µM), for the others: at the top dose activity change, negative = inhibition, hits mostly inhibitors; also: potency is read from the fitted curve at half-maximal effect
#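 HMU-PC0 cleavage (9 uM final) by human placental ASM, 60 min at 37 °C following 10 min compound exposure at RT; stopped at pH 10, fluorescence Ex 386/Em 447 nm.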
# USP2a inh: blocks human ubiquitin-specific protease USP2a; O75604; USP2 core, Ub-CHOP2 coupled fluorogenic reporter, 485/531; Potency, µM (doses to about 38.3 µM), without a hit: top-dose activity change, negative = inhibition, most hits filed as inhibitors; hit rate 0.01% among 330,000;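 also: potency is read from the fitted curve at half-maximal effect; plate controls were DMSO wells for no effect and full inhibition by NEM control for full effect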
#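 USP2 core (10nM final) preincubated 30min RT with compound in 20mM Tris-HCl pH 8.0, 2mM CaCl2, 2mM beta-mercaptoethanol, 0.05% CHAPS; 25nM Ub-CHOP2 plus 25nM reporter substrate added, fluorescence (Ex485/Em531) read after 60min.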
# Eya2 phos inh: inhibitors of human Eya2 phosphatase activity | Potency, µM (highest dose often 76.9 µM), for inactives: at the top dose activity, negative = inhibition, usual class: inhibitors | recombinant Eya2, OMFP fluorescence dephosphorylation (OMFP is methylfluorescein phosphate) | O00167 | hit rate 0.006% among 330,000 | AID 488837; also: potency is read from the fitted curve at half-maximal effect; % is scaled to controls: 0 for no effect and ±100 for the full control effect
# Target sequence (O00167 whole entry, looked up): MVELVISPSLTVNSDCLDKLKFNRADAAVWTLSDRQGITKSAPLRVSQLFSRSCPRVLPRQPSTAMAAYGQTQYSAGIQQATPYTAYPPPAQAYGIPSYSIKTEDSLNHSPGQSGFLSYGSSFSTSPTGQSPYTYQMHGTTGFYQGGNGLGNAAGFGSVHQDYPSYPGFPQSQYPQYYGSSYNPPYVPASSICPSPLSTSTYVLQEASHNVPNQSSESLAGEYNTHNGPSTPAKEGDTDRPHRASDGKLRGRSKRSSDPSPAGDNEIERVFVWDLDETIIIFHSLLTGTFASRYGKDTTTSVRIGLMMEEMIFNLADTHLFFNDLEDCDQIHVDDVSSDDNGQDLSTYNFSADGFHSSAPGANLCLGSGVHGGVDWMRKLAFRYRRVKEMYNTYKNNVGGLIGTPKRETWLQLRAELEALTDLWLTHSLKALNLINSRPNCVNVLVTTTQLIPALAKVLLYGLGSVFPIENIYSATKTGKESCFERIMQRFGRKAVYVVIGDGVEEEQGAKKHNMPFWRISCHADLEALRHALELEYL
#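 Eya2 (0.2 uM) preincubated 10 min at ambient with compound, then OMFP substrate added at 50 uM; 10 min reaction in 50 mM HEPES pH 7.5, 50 mM NaCl, 5 uM MgCl2, 0.05% BSA, 1 mM DTT. Fluorescence read at Ex 485/Em 525 nm.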
# KCNH2 WT inh: KCNH2 (human, wildtype) channel inhibition. Q12809. U2OS, BacMam KCNH2, thallium flux FluxOr; active compounds read low. activity change, % at 1.84 µM. hit rate 0.37% among 340,000. AID 720551;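 active = maximum activity change below -70%; inconclusive = maximum activity change between -70% and -50%; inactive = maximum activity change above -50%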; also: % is scaled to controls: 0 for no effect and ±100 for the full control effect
#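 U2OS cells were transduced with wild-type KCNH2 virus (2.03 x 10^8 / mL) for 4 h at room temperature, then cultured overnight at 37 C. Thallium flux was read with FluxOr dye. Rate constants were normalized to DMSO controls.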
# PKM2 act: activators of human pyruvate kinase M2. hit rate 0.34% among 260,000. purified PKM2, Kinase-Glo ATP luminescence, activation; response scale: 0% is enzyme alone, no compound. P14618. AID 1631. Potency, µM (highest dose often 57.5 µM), for the others: at the highest dose activation, hits mostly activators; also: potency is read from the fitted curve at half-maximal effect; % is scaled to controls: 0 for no effect and ±100 for the full control effect; nearly all actives have a fitted effect of over 55% in size
#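 hPK-M2, >95% pure; 0.1 mM ADP / 0.5 mM PEP final; imidazole pH7.2 buffer w/ 7 mM MgCl2, 50 mM KCl; 1 h RT; Kinase-Glo lum. Intermediate enzyme activity for dual inhibitor/activator qHTS.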
# Active calls of the source: *; ? = inconclusive; · = no result given; [ ] = remark or other dose. Unless noted, calls follow the shape of the dose curve; as a rule, active = well fitted curve in the direction sought with a large enough effect; inconclusive = small, poorly fitted or top-dose-only effect, or another doubt; inactive = no such curve, though single readings can be large; an effect the other way counts as inactive or inconclusive.
# Every second line gives: Mito fusion act	TSHR antag	MBNL1 CUG block	GALK inh	BCR signal inh	Menin-MLL TR inh	ASM inhibitor	USP2a inh	Eya2 phos inh	KCNH2 WT inh	PKM2 act
- COc1ccc(C(=O)n2nc(C)cc2C)cc1OC
    2%	·	-16%	2%	·	6%	3%	·	·	-19	3%
- Cc1nc2c(s1)sc1ccccc12
    2%	-11	-5%	0%	-5%	7%	1%	0%	10%	-2	-1%
- CCc1ccc(N/C(=N/c2nc(C)cc(C)n2)NC(C)=O)cc1
    -7%	-14	-11%	4%	2%	?	1%	2%	-6%	8	·
- O=C(CCc1ccc(S(=O)(=O)N2CCOCC2)cc1)N1CCCC1
    0%	3	8%	4%	0%	5%	5%	1%	-2%	-10	2%
- O=C(COC(=O)c1ccc(F)cc1Cl)Nc1cccc(S(=O)(=O)N2CCOCC2)c1
    -1%	-16	·	·	?	·	-5%	0%	0%	-1	·
- COc1ccc(C(=O)/C=C/c2cccc(OCc3ccccc3)c2)cc1CSCC(=O)O
    -4%	-28	7%	-2%	?	65%[activator]	-5%	0%	8%	8	-1%
- Cc1c(CC(=O)NCCCO)c(=O)oc2cc3c(cc12)CCC(C)(C)O3
    1%	-2	9%	·	-1%	-1%	23%	-7%	-2%	0	·
- Cc1cc(-n2cnc(-c3cn(C)nc3C)n2)no1
    -3%	0	-2%	7%	1%	·	2%	-2%	-26%	9	-4%
- c1cc(Nc2cccc3nccnc23)c2nccnc2c1
    4%	3	?	-2%	?	9%	-7%	?	-25%	-7	-1%
- Cc1cccc(C(=O)NCC(=O)N2CCN(S(=O)(=O)c3ccc4c(c3)OCCO4)CC2)c1
    -1%	-8	·	·	1%	·	2%	1%	-6%	6	·
- CCN(CC)NC(=S)Nc1ccccc1
    -12%	8	-5%	-1%	7%	·	2%	0%	17%	-18	-4%
- COc1ccc(C(=O)C2CCCN(C(=O)CCc3ccccn3)C2)c(C)c1 (configuration not stated)
    1%	-5	-1%	1%	-12%	-22%	1%	0%	15%	0	4%
- O=C(NC(=S)Nc1cccnc1Cl)c1ccc(F)cc1
    -12%	0	3%	-1%	?	14%	-2%	0%	8%	3	-6%
- COc1ccccc1/C=C1\SC(=O)N(CC(=O)NCCCn2ccnc2)C1=O
    0%	4	?	0%	-9%	-7%	3%	1%	2%	5	·
- O=C(Nc1ncccn1)c1ccc(Cl)c([N+](=O)[O-])c1
    6%	31	?	-8%	3%	11%	0%	2%	-12%	6	-3%
- CC(C)c1ccccc1NC(=O)c1ccc(CN(c2ccccc2)S(=O)(=O)c2ccccc2)cc1
    0%	22	-1%	0%	0%	-12%	·	5%	-3%	·	2%
- Cc1ccc(S(=O)(=O)CCC(=O)Nc2ccc(Br)cc2)cc1
    -5%	17	-2%	·	4%	17%	-1%	1%	-4%	9	·
- CN(C)CCCNc1oc(-c2ccccc2Cl)nc1S(=O)(=O)c1ccccc1
    0%	13	·	·	2%	·	0%	3%	27%	2	·
- CCOC(=O)N1CCN(S(=O)(=O)c2ccc(C)c([N+](=O)[O-])c2)CC1
    -1%	10	?	0%	-1%	?	-2%	2%	-8%	-7	3%
- Cc1cc(N(C)C)c(C#N)c(=O)[nH]1
    -1%	5	-4%	1%	10%	12%	0%	3%	9%	4	-1%

# Compound profiles (already shown). Screens in order: Mito fusion act	TSHR antag	MBNL1 CUG block	GALK inh	BCR signal inh	Menin-MLL TR inh	ASM inhibitor	USP2a inh	Eya2 phos inh	KCNH2 WT inh	PKM2 act
# Entry for `COc1ccc(C(=O)n2nc(C)cc2C)cc1OC` = 2%	·	-16%	2%	·	6%	3%	·	·	-19	3%
# Entry for `O=C(Nc1ncccn1)c1ccc(Cl)c([N+](=O)[O-])c1` = 6%	31	?	-8%	3%	11%	0%	2%	-12%	6	-3%
# Entry for `O=C(NC(=S)Nc1cccnc1Cl)c1ccc(F)cc1` = -12%	0	3%	-1%	?	14%	-2%	0%	8%	3	-6%
# Entry for `COc1ccccc1/C=C1\SC(=O)N(CC(=O)NCCCn2ccnc2)C1=O` = 0%	4	?	0%	-9%	-7%	3%	1%	2%	5	·
# Entry for `Cc1cccc(C(=O)NCC(=O)N2CCN(S(=O)(=O)c3ccc4c(c3)OCCO4)CC2)c1` = -1%	-8	·	·	1%	·	2%	1%	-6%	6	·

# (listing goes on)
# Every second line gives: Mito fusion act	TSHR antag	MBNL1 CUG block	GALK inh	BCR signal inh	Menin-MLL TR inh	ASM inhibitor	USP2a inh	Eya2 phos inh	KCNH2 WT inh	PKM2 act
- Cc1csc(NC(=O)c2ccco2)c1C(=O)c1ccccc1
    -1%	-5	-1%	·	3%	·	9%	0%	-17%	3	-2%
- CC1(C)Cc2c(c(-c3ccccc3)[nH]c(=O)c2C#N)CS1
    3%	15	-1%	-1%	?	-28%	20%	-5%	17%	-2	-28%
- O=C(Cc1ccc([N+](=O)[O-])cc1)Nc1ccc2c(c1)OCO2
    6%	0	15%	5%	-5%	0%	-2%	0%	-24%	-5	5%
- CCc1nc2ccccc2c(C(=O)Oc2cccc3cccnc23)c1C
    0%	-5	12%	-1%	?	20%	-16%	-1%	2%	3	1%
- C/C=C(\CS(=O)(=O)c1ccccc1)S(=O)(=O)c1ccccc1
    -6%	18	-1%	-3%	?	-5%	2%	-1%	-24%	-1	-8%
- CC1=Nc2cc(C(=O)N3CCCCC3)ccc2Sc2ccc(C)cc21
    8%	-4	-1%	-5%	8%	?	0%	1%	-3%	-2	·
- CCNc1nc(SCCOc2ccc(C)cc2)nc(N(C)C)n1
    -8%	-3	-2%	-1%	-1%	-8%	-5%	-2%	3%	55	1%
- O=C(CSc1nnc(Nc2ccccc2)s1)Nc1cccnc1Cl
    -1%	-9	-5%	-2%	-11%	-21%	-1%	3%	-3%	-33	0%
- Cc1cccc(NC(=O)CSc2nc(-c3ccco3)nc3cc(=O)[nH]n23)c1
    -1%	-14	·	·	?	·	·	4%	4%	·	·
- O=C(C1CCCN(S(=O)(=O)c2cccc3cccnc23)C1)N1CCN(c2ccc(F)cc2)CC1 (configuration not stated)
    1%	-14	-4%	1%	-2%	-1%[11.7 µM]	-4%	3%	6%	7	0%
- C[C@H](NC(N)=O)C(=O)Nc1ccc2c(c1)OCO2
    0%	8	-4%	1%	9%	·	-1%	2%	-5%	-1	0%
- Cc1ccc(NC(=O)CSc2ccc(-c3cccnc3)nn2)cc1
    4%	-2	52%[activator]	4%	-3%	13%	0%	0%	4%	10	5%
- O=C(COc1ccc(-c2ccccc2)cc1)Nc1cccnc1
    ?	?	·	·	?	·	12%	4%	-1%	-2	·
- CCC(CO)[n+]1c(C)cc(/C=C2\Sc3ccccc3N2Cc2ccccc2)cc1C (configuration not stated)
    -1%	-19	?	-1%	?	?	?	6%	25%	-6	11%
- O=C(c1cc2c(s1)-c1ccccc1S(=O)(=O)C2)N1CCCC1
    0%	11	?	·	-1%	·	5%	1%	-5%	-5	13%
- CCOc1ccc(/C=C/C(=O)C(C(N)=O)=C2SCCS2)cc1
    4%	-5	8%	0%	-10%	-22%	-2%	5%	7%	0	-5%

# An excerpt; count on the stated rates, not on these rows.
